Source: PubChem BioAssay (Broad Institute)
SIRT5 block: sirtuin-5 (human) deacylase inhibition. Purified SirT5, succinyl-peptide AMC, trypsin-coupled fluorescence. inhibition, % at 15 µM. 330,000 compounds, 1.1% hits; in the data active = inhibition above about 15%; inconclusive = no clear call, values can overlap the other calls
Target sequence (Q9NXA8 whole entry, looked up): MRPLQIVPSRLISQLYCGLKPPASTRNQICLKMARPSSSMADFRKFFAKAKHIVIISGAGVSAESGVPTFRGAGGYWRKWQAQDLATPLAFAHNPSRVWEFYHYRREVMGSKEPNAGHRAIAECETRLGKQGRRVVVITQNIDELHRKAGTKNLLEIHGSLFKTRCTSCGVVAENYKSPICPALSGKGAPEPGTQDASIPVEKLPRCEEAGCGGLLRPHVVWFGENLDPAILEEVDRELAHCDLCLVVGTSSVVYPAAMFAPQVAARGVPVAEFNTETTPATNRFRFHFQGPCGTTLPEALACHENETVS
S100A4 MyoIIA: inhibitors of human S100A4 binding to myosin IIA peptide | S100A4/TAMRA-MyoIIA peptide fluorescence polarization | P26447 | inhibition, % at 10.7 µM | 360,000 compounds, 0.14% hits | AID 652163;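 active = mean inhibition of at least 70% across replicates, with every replicate also reaching that level; inconclusive = mean inhibition reaches 70% but some replicates fall short; inactive = mean inhibition below 70%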
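Material: human S100A4 monomer with TAMRA-labelled myosin IIA peptide; buffer or medium: HEPES pH 7.2 with CaCl2, KCl, NaCl, DTT, Triton; compound dosing: one concentration per compound; schedule: 5 min incubation before reading; benchmarks: neutral control DMSO, positive control TFP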
DENV2 CPE rescue: inhibitors of DENV2 cytopathic effect | DENV2-infected cells, cytopathic effect rescue, plate reader | AID 651640 | CPE inhibition, % at 9.99 µM | 350,000 compounds, 1.7% hits; in the data active = CPE inhibition above about 20%, passing the limit was not always enough; inconclusive = no clear call, values can overlap the other calls; tested in BHK-21 cells;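 note: 0% = median of neutral control wells and 100% = median of positive control wells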
PglD DTNB: inhibitors of Campylobacter jejuni PglD acetyltransferase; 360,000 compounds, 0.098% hits; inhibition, % at 12.5 µM; purified PglD enzyme, DTNB colorimetric CoA detection; in the data active = inhibition above about 16%, passing the limit was not always enough; inconclusive = no clear call, values can overlap the other calls; note: strong numbers were not always called active
C2C12 statin: protects C2C12 myotubes from simvastatin toxicity; rescue of ATP level, % at 7.49 µM; AID 602340; ATP luminescence, 48 h; scaled: DMSO 0, geranylgeraniol control 100; 330,000 compounds, 0.78% hits;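 active = mean ATP rescue above about 67%, or every replicate alone reaching that limit, limit read from the data, passing the limit was not always enough; inconclusive = no clear call, values can overlap the other calls; inactive = mean under the limit and some replicate under it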;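 note: myotubes were challenged with 10 µM simvastatin during compound exposure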
E-selectin induc: E-selectin induction on HUVECs | HUVEC E-selectin immunofluorescence imaging; normalized: neutral wells 0, TNF-alpha wells 100 | activation, % at 7.58 µM | 260,000 compounds, 0.37% hits | AID 686992;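 active = mean E-selectin-positive cell signal at least 10% of the positive control, reached in at least 60% of replicates, without over 20% cell loss; inconclusive = no rule given, readout overlaps actives, possibly toxicity-flagged; inactive = the rest, including those meeting only one limit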;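 note: in these data hits start at about 27%; measured in HUVEC primary endothelial cells; signal is the percent of cells scored E-selectin positive by PE staining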
Target sequence (P16581 whole entry, looked up): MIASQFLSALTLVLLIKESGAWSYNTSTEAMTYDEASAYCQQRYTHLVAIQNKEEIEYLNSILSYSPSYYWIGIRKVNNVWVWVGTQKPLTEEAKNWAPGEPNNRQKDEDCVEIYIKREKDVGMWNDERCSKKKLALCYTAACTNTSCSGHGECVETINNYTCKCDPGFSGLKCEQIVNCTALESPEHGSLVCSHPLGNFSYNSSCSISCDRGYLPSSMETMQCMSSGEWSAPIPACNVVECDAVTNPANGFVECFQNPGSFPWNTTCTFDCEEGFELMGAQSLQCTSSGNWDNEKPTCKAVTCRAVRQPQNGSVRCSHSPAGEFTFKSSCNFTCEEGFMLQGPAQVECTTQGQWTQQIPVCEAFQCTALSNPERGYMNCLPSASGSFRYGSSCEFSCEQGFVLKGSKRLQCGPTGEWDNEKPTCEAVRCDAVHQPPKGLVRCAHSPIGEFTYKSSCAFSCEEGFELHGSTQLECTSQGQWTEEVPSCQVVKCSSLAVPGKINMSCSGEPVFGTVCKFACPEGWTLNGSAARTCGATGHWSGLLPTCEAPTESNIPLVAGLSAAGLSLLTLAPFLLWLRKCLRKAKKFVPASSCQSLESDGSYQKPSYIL
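Material: HUVEC primary endothelial cells; Amount: 3,000 cells per well; Dosing: single concentration; Medium: EGM-2 growth medium on 0.1% gelatin-coated wells; Read-out basis: percent E-selectin-positive cells; Signal: immunofluorescence imaging; Control set: TNF-alpha, DMSO.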
ERp5 inh: ERp5 (human) disulfide isomerase inhibition; ERp5 insulin aggregation, absorbance 650 nm, 90 min; 350,000 compounds, 0.05% hits; Q15084; inhibition, % at 9.99 µM;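 active = mean replicate inhibition above about 25%, with every replicate also reaching it, limit read from the data, passing the limit was not always enough; inconclusive = only one of those two criteria met; inactive = neither criterion met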
* marks the source's active call; other numbers are inactive results; ? = inconclusive; · = not tested or not shown.

#	smiles	SIRT5 block	S100A4 MyoIIA	DENV2 CPE rescue	PglD DTNB
1	Cc1ccc(S(=O)(=O)N2C[C@@H]3CCCC[C@@H]3[C@@H](C)[C@H]2CC(=O)c2ccccc2)cc1	-9	3	7	0
2	Cc1noc(C)c1NC(=O)N(C)C[C@H]1Oc2c(NC(=O)c3nc4ccccc4s3)cccc2C(=O)N([C@H](C)CO)C[C@H]1C	0	-29	?	1
3	C[C@H](CO)N1C[C@H](C)[C@@H](CN(C)Cc2ccc(Cl)c(Cl)c2)Oc2ccc(NC(=O)Cc3ccccc3)cc2C1=O	7	11	3	8
4	COc1cc(C(CCN2CCCC2)c2c(OC)cc(OC)c3c(C)cc(=O)oc23)cc(OC)c1OC (centres undefined)	·	·	·	-1
5	COc1ccc(C(Cl)=C(c2ccc(OC)cc2)c2ccc(OC)cc2)cc1	-6	-7	-8	-4
6	CC1(C(=O)NS(=O)(=O)c2ccccc2Cl)CCN1C(=O)C1CCCCC1 (centres undefined)	·	18	-7	-4
7	CN1C(=O)c2cc(NC(=O)c3cnccn3)ccc2OC[C@H]2O[C@H](CC(=O)N[C@@H]3CCN(Cc4ccccc4)C3)CC[C@@H]21	3	10	?	0
8	C[C@H](CO)N1C[C@H](C)[C@H](CN(C)Cc2ccc(Cl)c(Cl)c2)Oc2ccc(NC(=O)Cc3ccccc3)cc2CC1=O	6	-15	-17	-1
9	COC(=O)c1cc(-c2ccccc2)nc2nc(SC)[nH]c(=O)c12	-5	-5	1	·
10	C[C@@H]1CN([C@H](C)CO)C(=O)Cc2cc(NS(C)(=O)=O)ccc2O[C@@H]1CN(C)C(=O)Nc1ccc(F)cc1	0	7	1	0
11	Nc1c2c(nc3cccc(Cl)c13)N(c1ccccc1)CC2	-5	-3	-7	·
12	CN1C[C@@H]2[C@@H]3C(=O)N(Cc4ccccc4)C(=O)[C@@H]3[C@](Cc3ccccc3)(C1=O)N2C(=O)c1ccc(C(C)(C)C)cc1	1	-6	2	-1

#	C2C12 statin	E-selectin induc	ERp5 inh
1	-21	-0.7	2
2	51	-0.4	-3
3	-10	20	15
4	-12	0.9	·
5	4	-0.1	8
6	-5	0.2	-1
7	-14	0.7	4
8	13	-2.0	0
9	4	·	3
10	24	-27	2
11	·	0.3	-3
12	8	-0.1	-1

(list continues)
#	smiles	SIRT5 block	S100A4 MyoIIA	DENV2 CPE rescue	PglD DTNB
13	N#C/C(=C/c1ccccc1)C(=O)NCc1ccccc1	1	-9	8	9
14	O=C(Nc1ccc(OCC(=O)N2CCOCC2)cc1)c1cc(F)c(F)cc1Cl	1	-2	?	2
15	CCc1cccc2c3c([nH]c12)C(CC)(CC(=O)O)OCC3 (centres undefined)	8	-11	2	-6
16	O=C(c1ccc2c(c1)OCO2)N1CCN(CCN2C(=O)c3cccc4cccc(c34)C2=O)CC1	2	0	2	-6
17	CN(C[C@@H]1N[C@H](CO)[C@@H]1c1ccc(-c2cccc(F)c2)cc1)C(=O)C1CCC1	-3	1	1	1
18	C[C@@H](O)C#Cc1ccc2c(c1)O[C@@H](CN(C)C(=O)c1ccccc1)[C@@H](C)CN([C@@H](C)CO)S2(=O)=O	-1	5	16	1
19	CNC(=O)C(=O)Nc1ccc(C)cc1C	-4	5	3	·
20	O=C(O)COc1ccccc1/C=N/NC(=O)c1cccc(S(=O)(=O)Nc2cccc(Cl)c2)c1	-2	2	1	·
21	Cc1cc(OCc2nc(N)nc(N)c2-c2ccc(Cl)c(Cl)c2)ccc1[N+](=O)[O-]	-5	0	-6	·
22	CCc1ccc(S(=O)(=O)Nc2nnc(N)s2)cc1	1	-1	-4	2
23	COc1ccc(C=NNC(=S)NC23CC4CC(CC(C4)C2)C3)cc1OC	-3	3	6	·
24	COc1ccc(-c2nn(-c3ccccc3)cc2CNC[C@H]2O[C@@H](n3cnc4c(=O)[nH]c(N)nc43)[C@H](O)[C@@H]2O)cc1	-1	-2	-7	4

#	C2C12 statin	E-selectin induc	ERp5 inh
13	-2	0.4	-8
14	5	0.2	2
15	9	0.1	0
16	-3	0.3	3
17	1	0.2	0
18	8	-0.4	-1
19	·	0.8	-4
20	·	·	0
21	·	-0.2	-10
22	-3	·	3
23	·	-0.2	-1
24	-10	-0.1	11

Going on with the list:
#	smiles	SIRT5 block	S100A4 MyoIIA	DENV2 CPE rescue	PglD DTNB
25	COc1ccccc1CNC(=O)C1(C)CCCCN1C (centres undefined)	·	0	-1	6
26	O=C(c1ccc(S(=O)(=O)NCC2CCCO2)cc1)N1CCN(c2ccccc2F)CC1 (centres undefined)	4	-6	2	·
27	CCOc1ccc(N=C2NC(=O)C(CC(=O)Nc3ccc(OC)cc3)S2)cc1 (centres undefined)	1	-1	2	5
28	O=c1ccn(Cc2ccccc2)c(SCc2ccccc2)n1	-3	-13	0	·
29	COc1ccccc1C(CNC(=O)c1cccc(NS(=O)(=O)c2ccc(Br)cc2)c1)N(C)C (centres undefined)	-2	2	-4	2
30	COc1ccc(CCC(=O)Nc2ncc(C)s2)cc1	-1	1	3	·
31	Cc1ccc(C(=O)Nc2cccc(C(=O)N3CCOCC3)c2)cc1Cl	0	2	16	7
32	NC(=O)CC(NC(=O)c1ccccc1)c1ccc(N2CCC(Br)CC2)c([N+](=O)[O-])c1 (centres undefined)	·	17	?	2
33	C[C@H]1CN([C@@H](C)CO)C(=O)c2cc(C#CC3CC3)cnc2O[C@H]1CN(C)Cc1cccc(C(=O)O)c1	-3	-22	-4	-4
34	COCCCn1c(=O)/c(=C\c2ccccc2OC(F)F)s/c1=C(/C#N)C(=O)NCCOC	-5	-1	-5	·
35	CC1(OC(=O)C2CCCC2)C(=O)C=C2C=C(c3ccc(C#N)cc3)OC=C2C1=O (centres undefined)	-4	-2	16	-7
36	O=C(Nc1ccccc1)N1CCCCN2[C@H](C1)[C@H](c1ccc(-c3ccccc3)cc1)[C@@H]2CO	0	45	0	0

#	C2C12 statin	E-selectin induc	ERp5 inh
25	2	-0.4	-6
26	·	·	-1
27	·	-0.1	1
28	·	-0.4	6
29	-33	-0.3	-3
30	12	0.2	0
31	·	·	-6
32	-21	0.5	-2
33	-6	-1.1	3
34	·	·	8
35	-15	-0.1	8
36	·	-0.5	6

Remaining list, next part:
#	smiles	SIRT5 block	S100A4 MyoIIA	DENV2 CPE rescue	PglD DTNB
37	COc1ccc(-c2cnc3c(c2)C(=O)N([C@@H](C)CO)C[C@@H](C)[C@@H](CN(C)Cc2ccc(C(=O)O)cc2)O3)cc1	2	-20	2	·
38	COc1cc(C2C(C#N)=C(N)N(N(C)C)C3=C2C(=O)CC(C)(C)C3)cc(OC)c1OC (centres undefined)	0	4	-4	·
39	CCCCNC(=O)C1(C)CCN1Cc1ccc(C(=O)OCC)cc1 (centres undefined)	1	-10	3	-3
40	c1ccc2c(CN3CCCCC3)csc2c1	15*	-4	-4	·
41	COc1ccc(NC(=O)CCCN2C(=O)C(c3ccccc3)Oc3cccnc32)cc1OC (centres undefined)	0	-1	1	5
42	COCC#Cc1ccc([C@@H]2[C@@H](CO)N3C(=O)CN(C(=O)C4CCOCC4)C[C@H]23)cc1	-7	4	-3	·
43	CCN(C(=O)CSc1nnc(-c2ccc(C)cc2)n1N)c1c(N)n(Cc2ccccc2)c(=O)[nH]c1=O	-3	-2	?	1
44	CN(CC(=O)NC1CCCCCC1)S(=O)(=O)c1cnc[nH]1	-2	3	1	-6
45	CC1(C)CC(=O)C=C(c2ccc(COC(=O)c3cc(F)cc(F)c3)cc2)C1=O	0	-5	11	-2
46	OC[C@@H](O)[C@@H](O)CO	4	-1	-3	0
47	C[C@@H]1CCCCO[C@@H](CN(C)Cc2ccncc2)[C@@H](C)CN([C@H](C)CO)C(=O)c2cc(NS(=O)(=O)c3cn(C)cn3)ccc2O1	-2	7	0	-3
48	COC(=O)C(C)Sc1nc(NCc2ccccc2)nc(N(C)C)n1 (centres undefined)	3	1	3	·

#	C2C12 statin	E-selectin induc	ERp5 inh
37	·	-0.1	-4
38	·	0.1	3
39	3	-0.1	-8
40	·	0.3	-1
41	13	·	6
42	·	0.1	-7
43	8	-0.1	1
44	-5	·	0
45	6	·	7
46	4	·	2
47	·	0.4	-4
48	·	2.4	2

Going on with the list:
#	smiles	SIRT5 block	S100A4 MyoIIA	DENV2 CPE rescue	PglD DTNB
49	COCCNCC(=O)Nc1ccc(C)c(S(=O)(=O)N2CCCCC2)c1	-6	0	-1	3
50	COc1cc(/C=C/c2nc3ccccc3c(=O)[nH]2)ccc1O	0	-1	0	-10
51	COc1ccc(CNCC(C)NCc2ccc(OC)c(OC)c2)cc1OC (centres undefined)	1	-1	-1	-4
52	CC(NC(=O)CNC(=O)c1ccccc1Br)c1cccs1 (centres undefined)	7	-1	-3	-3
53	O=C(NC[C@@H]1[C@H](c2ccccc2)[C@@H](CO)N1Cc1cccnc1)c1ccccn1	1	8	-10	-1
54	Cc1ccc(N2CC(C(=O)OCC(=O)c3ccc[nH]3)CC2=O)cc1 (centres undefined)	-4	1	14	1
55	O=S(=O)(c1ccc(F)cc1)N1CCN(C(=S)NCc2ccccc2)CC1	0	1	13	·
56	CC[C@@H](NC(=O)[C@@H](Cc1ccccc1)NC(=O)CC[C@H]1O[C@@H](n2ccc(=O)[nH]c2=O)[C@H](O)[C@@H]1O)c1ccccc1	-2	-5	?	-7
57	COc1ccc(C2CC(c3cccs3)=NN2S(C)(=O)=O)cc1OC (centres undefined)	-3	-9	1	·
58	Cc1ccc(Cl)cc1N1CCN(C(=O)c2noc(C(C)C)c2[N+](=O)[O-])CC1	-1	-3	-6	4
59	C[C@H]1CN([C@@H](C)CO)C(=O)c2cc(NC(=O)CCCCCC(=O)Nc3ccccc3N)ccc2O[C@H]1CN(C)C	0	4	-2	·
60	Cc1ccc(C)c(Nc2nc3ccccc3[nH]2)c1	-2	7	1	6
61	C[C@H](NC(=O)C[C@H]1C=C[C@@H](NC(=O)C2CCC2)[C@@H](CO)O1)c1ccccc1	0	-21	-7	-2
62	O=C(N/N=C/c1ccccc1[N+](=O)[O-])c1ccc(CN2CCOCC2)cc1	1	59	-1	·

#	C2C12 statin	E-selectin induc	ERp5 inh
49	·	2.5	3
50	-15	0.0	4
51	-2	0.1	3
52	-8	2.7	5
53	-10	-0.1	0
54	9	0.9	7
55	6	0.0	-2
56	7	0.4	5
57	·	0.0	1
58	11	·	-3
59	·	-2.9	-2
60	6	·	-5
61	1	-0.4	-2
62	·	·	-1

This is a subset. The share of hits here may be higher or lower than overall.
